MT1-MMP txn act – MT1-MMP promoter transcription activation; HT1080 MT1-MMP promoter luciferase reporter, luminescence, overnight; hits give high values; activation factor at 10 µM; 0.16% of 86,000 active; AID 750;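 active = activation factor of at least 2 for MT1-MMP transcription at 10 µM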
ERb coact inh – ER-beta (human) coactivator binding inhibition; Q92731; inhibition, % at 25.6 µM; TR-FRET ER-beta LBD / SRC1-Cy5 peptide binding; receptor agonist-loaded with 1 µM estradiol; 1.3% of 86,000 active;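 active = compounds whose percent inhibition of the receptor-coactivator binding signal exceeds about 50% in the single-dose screen, limit read from the data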;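 note: 0% = receptor plus peptide wells without compound and 100% = peptide-only wells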
Mac1 fbg inh – inhibitors of human CD11b/CD18 binding to fibrinogen | P05107+P11215 | K562 CD11b/CD18 adhesion to fibrinogen, ATPlite luminescence; Mn2+ added to activate the integrin | inhibition, % at 10 µM | 0.54% of 93,000 active | AID 1497;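 active = primary inhibition of 50% or more at 10 µM, then 40% or more on retest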; note: some results filed as inactive read as strong as hits
ERa coact inh – ER-alpha (human) coactivator binding inhibition. P03372. TR-FRET ER-alpha LBD / SRC-1 peptide, estradiol-bound. inhibition, % at 25.6 µM. 1.7% of 86,000 active. AID 629; in the data active = inhibition above about 50%;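 note: 0% = receptor plus peptide control and 100% = peptide only without receptor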
Target sequence (P03372 whole entry, looked up, the tested form may be a part): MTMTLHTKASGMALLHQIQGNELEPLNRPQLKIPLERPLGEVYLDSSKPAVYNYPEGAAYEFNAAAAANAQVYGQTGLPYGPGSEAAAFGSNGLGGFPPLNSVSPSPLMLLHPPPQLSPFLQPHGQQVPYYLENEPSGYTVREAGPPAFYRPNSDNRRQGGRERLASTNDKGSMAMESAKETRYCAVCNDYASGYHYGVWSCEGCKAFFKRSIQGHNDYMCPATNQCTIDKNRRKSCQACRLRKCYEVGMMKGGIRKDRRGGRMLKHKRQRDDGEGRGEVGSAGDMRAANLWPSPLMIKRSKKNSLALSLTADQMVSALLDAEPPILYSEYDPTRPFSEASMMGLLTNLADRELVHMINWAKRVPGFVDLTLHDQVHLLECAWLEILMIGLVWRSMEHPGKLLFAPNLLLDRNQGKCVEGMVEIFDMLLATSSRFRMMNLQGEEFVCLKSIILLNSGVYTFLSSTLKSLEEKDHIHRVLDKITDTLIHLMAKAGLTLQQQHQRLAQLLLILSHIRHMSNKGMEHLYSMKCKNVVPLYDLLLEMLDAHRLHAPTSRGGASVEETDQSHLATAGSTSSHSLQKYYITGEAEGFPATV
Mac1 fbg enh – increases human CD11b/CD18 adhesion to fibrinogen. P05107+P11215. K562 CD11b/CD18 adhesion to fibrinogen, ATPlite luminescence. activation, % at 10 µM. 0.07% of 93,000 active;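 active = 10 µM primary screen giving 50% or more activity, confirmed by 40% or more on retest at that dose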; note: strong numbers were not always called active; reference of the scale not given here
Ecoli WT expand – growth inhibitors of E. coli BW25113 wild type | OD600 absorbance | growth inhibition, % at 100 µM | 0.15% of 98,000 active | AID 710;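 active = growth inhibition above about 50% at one test dose, limit read from the data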;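 note: growth measured after 20 h incubation at 37 °C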
FAK blocker – FAK (human) kinase inhibition; Q05397; biochemical FAK kinase activity assay; inhibition, %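 (tested at 7 µM)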; 0.84% of 97,000 active; AID 727; in the data active = inhibition above about 19%;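 note: 0% = DMSO and 100% = reference compound high control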
PLAP act – activators of human placental alkaline phosphatase | purified PLAP enzyme, luminescent substrate read-out; hits give high values | 1.2% of 96,000 active | activation fold at 20 µM | P05187; in the data active = activation fold above about 2
Target sequence (P05187 whole entry, looked up): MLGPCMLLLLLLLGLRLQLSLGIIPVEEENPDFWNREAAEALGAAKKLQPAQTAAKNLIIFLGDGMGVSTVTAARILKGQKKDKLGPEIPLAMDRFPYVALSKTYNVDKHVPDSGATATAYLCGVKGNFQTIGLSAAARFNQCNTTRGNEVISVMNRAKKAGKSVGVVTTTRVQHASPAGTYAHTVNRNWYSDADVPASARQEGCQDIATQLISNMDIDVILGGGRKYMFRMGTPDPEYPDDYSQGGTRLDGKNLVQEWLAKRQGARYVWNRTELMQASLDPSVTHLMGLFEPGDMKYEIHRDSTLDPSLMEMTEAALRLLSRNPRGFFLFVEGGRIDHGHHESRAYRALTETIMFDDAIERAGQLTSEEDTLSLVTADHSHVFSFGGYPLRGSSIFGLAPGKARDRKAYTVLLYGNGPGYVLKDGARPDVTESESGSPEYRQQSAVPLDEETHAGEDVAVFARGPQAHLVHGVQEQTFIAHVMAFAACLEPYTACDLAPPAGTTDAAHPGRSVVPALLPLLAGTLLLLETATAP
ERa SRC1 pot – enhances coactivator binding to human estrogen receptor alpha | TR-FRET ERalpha-LBD/SRC-Cy5 coactivator binding, 2 h; 100 = basal binding, no effect | coactivator binding (% of control), % at 25.6 µM | 1.3% of 86,000 active; in the data active = activity above about 200%;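 note: binding measured in presence of low estradiol as agonist stimulus; 0% = peptide alone without receptor and 100% = receptor with peptide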
Starred values were filed as active, the others as inactive; . = no result given; [ ] = remark or other dose.

SMILES	MT1-MMP txn act	ERb coact inh	Mac1 fbg inh	ERa coact inh	Mac1 fbg enh	Ecoli WT expand	FAK blocker	PLAP act	ERa SRC1 pot
Cc1cc2ccccc2n1CCNC(=O)C(C)Oc1ccccc1 (stereo unspecified)	.	-6	16	-8	-1	2	4	1.6	104
O=C1N=C(c2ccccc2)S/C1=C\c1cccs1	1.3	23	-20	57*[fluorescence artefact?]	-4	5	-3	0.9	112
CC(C)c1ccc2c(c1)C(=O)NC(C)(C)C2	1.2	-8	-15	-5	-6	6	-3	1	102
CC1(C)C(=O)C2(CCCCC2)C(=O)OC1c1ccc(O)cc1 (stereo unspecified)	1.1	-6	6	-7	-3	11	1	1	218*
O=C(CNc1cccc2ccccc12)N/N=C/C(Br)=C/c1ccccc1	1	-8	.	-4	.	-8	2	1	105
COc1cc(OC)c(OC)cc1/C=N/n1c(C)nnc1C	1.2	.	-10	.	3	-4	-5	1	.
CCCCC(=O)Nc1ccc2c(c1)oc1ccccc12	1.8	-6	.	2	.	.	0	.	96
CN(C)CCCN(CCCNC(=O)/C=N/O)Cc1ccccc1	1.1	-13	11	2	3	.	.	.	126
COc1ccc(OC)c(NC(=O)Cc2coc3ccc(C)cc23)c1	0.9	-2	-11	-8	-1	3	5	0.9	109
CCCCC1CCC(/C(N)=N/O)CC1 (stereo unspecified)	1.2	-3	-7	-6	-8	22	-1	1	93
COc1ccc(C(=O)/C=C/c2ccccc2C(F)(F)F)cc1	.	.	-12	.	6	-1	2	0.9	.
Cc1occc1-c1nnc(SCC(=O)N2CCOCC2)o1	1.2	-1	3	-26	-2	-7	-9	0.9	121

The list goes on; the last 4 above are carried over.
SMILES	MT1-MMP txn act	ERb coact inh	Mac1 fbg inh	ERa coact inh	Mac1 fbg enh	Ecoli WT expand	FAK blocker	PLAP act	ERa SRC1 pot
COc1ccc(OC)c(NC(=O)Cc2coc3ccc(C)cc23)c1	0.9	-2	-11	-8	-1	3	5	0.9	109
CCCCC1CCC(/C(N)=N/O)CC1 (stereo unspecified)	1.2	-3	-7	-6	-8	22	-1	1	93
COc1ccc(C(=O)/C=C/c2ccccc2C(F)(F)F)cc1	.	.	-12	.	6	-1	2	0.9	.
Cc1occc1-c1nnc(SCC(=O)N2CCOCC2)o1	1.2	-1	3	-26	-2	-7	-9	0.9	121
Cc1ccc2oc(-c3ccccc3)nc2c1	.	-8	12	-4	-6	2	0	0.9	98
O=C(O)CCn1c2c(c3ccccc31)CCCC2	1.1	12	8	20	-4	-4	-1	1.4	57
O=C(NCCN1CCCC1)C1COc2ccccc2O1 (stereo unspecified)	1.1	.	5	.	7	3	-1	0.9	.
CC1(C)Cc2c(sc3ncn4nc(CCC(=O)O)c(=O)nc4c23)CO1	1.2	-10	-2	-16	-4	-1	.	1.3	133
COc1ccc(-n2c(SCC(=O)NC3CCCCC3)nc3ccsc3c2=O)cc1	1.2	41[fluorescence artefact?]	10	19[fluorescence artefact?]	4	-17	4	0.9	214*[fluorescence artefact?]
COC(=O)C1=C(N)OC2=C(C(=O)CC(C)(C)C2)C1c1cccnc1 (stereo unspecified)	0.8	-8	-7	-12	-2	-6	.	0.9	113
COc1ccccc1CN1C(=O)CCC1(C)C(=O)NC1CCCCCC1 (stereo unspecified)	1.5	8	-13	1	2	2	0	1.5	98
CC(C)(C)n1ncc2c(=O)n(CC(=O)Nc3ccc(Cl)cc3)cnc21	1.1	5	-14	9[fluorescence artefact?]	4	-9	0	0.9	109
COC(=O)C1=C(C)NC(=O)NC1/C=C/c1ccccc1 (stereo unspecified)	1	10	-5	5	4	-5	0	1	111
Cc1ccnc(SCCn2c(N3CCOCC3)nc3c2c(=O)[nH]c(=O)n3C)n1	1.1	-1	.	6	.	.	3	.	142
Cn1nc(CC(=O)Nc2ccc3c(c2)CCC3)c2ccccc2c1=O	1.9	1	2	7	3	3	.	0.9	118
COc1cc(-c2nnc(SCC(=O)N(Cc3ccccc3)C(C)(C)C)o2)cc(OC)c1OC	1	0	8	-6	-1	-5	-4	1.6	102[fluorescence artefact?]
COc1cc(CN2C(=O)C(NC(=O)c3ccco3)(C(F)(F)F)C3=C2CC(C)(C)CC3=O)cc(OC)c1 (stereo unspecified)	1	4	-15	6	-2	-2	3	1.8	82
COc1ccc(NC(=O)ON=C2c3ccccc3-c3ccccc32)cc1	.	.	22	.	-3	-8	35*	1	.
CCCCN(CC)CCNC(=O)CN(C)S(=O)(=O)c1ccc2c(c1)c(=O)n(C)c(=O)n2C	1.2	-8	.	1	.	-5	1	1.3	122
O=C(Nc1nc2c(s1)CCCC2=O)c1cnccn1	1.5	-3	-9	0	-1	-8	-2	0.9	98
COc1ccc(C(C)NC(=O)c2ccoc2C)cc1OC (stereo unspecified)	1.2	-2[fluorescence artefact?]	.	12	.	-4	1	0.9	112
Cc1sc2nc(C(C)(C)C)oc(=O)c2c1C	1	3[fluorescence artefact?]	5	10[fluorescence artefact?]	1	4	1	0.9	110
COC(=O)c1sc(NC(=O)CSc2nncs2)c(C(=O)OC)c1C	1.3	4	4	2	0	-2	-1	1.4	78
CCc1cc2cc3c(cc2nc1SCC(=O)Nc1cc(C)on1)OCO3	1.2	4	2	28[fluorescence artefact?]	4	-10	-99	1.2	84[fluorescence artefact?]
Cc1ccc(C(c2nnnn2CS(=O)(=O)c2ccc(C)cc2)N2CCC(C(N)=O)CC2)cc1 (stereo unspecified)	1.2	-7	22	-7	-3	-17	-1	1.4	105
CC12CC3CC(C)(C1)CC(C(=O)NC1=NCCS1)(C3)C2	1	-9	-28	2	0	2	-1	1	87
CCOC(=O)c1[nH]c2ccccc2c1NC(=O)c1cc(OC)c(OC)c(OC)c1	1.3	0	.	-3	.	.	1	.	109
O=C(Nc1ccc(CN2CCOCC2)cc1)c1cc2ccccc2oc1=O	0.9	-2	.	-2[fluorescence artefact?]	.	.	.	.	96
O=C(Nc1ccc(N2CCN(C(=O)c3ccco3)CC2)c(Cl)c1)c1c(F)c(F)c(F)c(F)c1F	1.3	-9	24	-3	0	-15	0	0.9	108
CCOc1ccc(OCc2ccc(C(=O)NCc3cccnc3)o2)cc1	1.2	5[fluorescence artefact?]	7	-7	-1	7	-4	1.1	114
CCOC(=O)c1ccc(Oc2nc(NC)nc(SC)n2)cc1	1.1	19	2	3[fluorescence artefact?]	0	-5	1	1	113[fluorescence artefact?]
CCN(CC)CCNC(=O)c1cn(CC)c2ccc(S(=O)(=O)N(C)C)cc2c1=O	1	-14[fluorescence artefact?]	-2	12	26	4	3	1.1	118
O=C(COc1ccc(F)c(Cl)c1)c1ccc[nH]1	1.3	45	38	66*[fluorescence artefact?]	4	9	-1	0.7	40[fluorescence artefact?]
COc1ccc(CCNc2nc(-c3sc(N)nc3C)cs2)cc1OC	1.1	4[fluorescence artefact?]	-2	0[fluorescence artefact?]	7	-2	9	1.2	122[fluorescence artefact?]
O=C1c2ccccc2C(=O)C12OC(c1ccccc1)C1(C(=O)c3ccccc3C1=O)C2c1cccc([N+](=O)[O-])c1 (stereo unspecified)	1.2	-10	.	-7	.	.	-1	.	94
CCCCCC(=O)Nc1nc(C)c(-c2csc(Nc3ccccc3OC)n2)s1	.	.	12	.	2	-16	0	1.1	.
CSc1nc(C2CC2)cc(-c2cccs2)c1C#N	1.1	-6[fluorescence artefact?]	-3	0[fluorescence artefact?]	24	-12	11	1.1	130[fluorescence artefact?]
O=C(CCN1C(=O)c2ccccc2C1=O)Nc1ccc(S(=O)(=O)N2CCOCC2)cc1	1.5	-22	6	-36	-3	2	1	0.9	110
COC(=O)c1ccc(Oc2c(C)oc3cc(OCc4cnn(-c5ccccc5)c4)ccc3c2=O)cc1	.	.	8	.	-1	-3	-1	1.2	.
CCCCc1nc2ccccc2c(=O)n1NC(=O)c1c(O)c2c(n(CC(C)C)c1=O)CCCC2	0.9	-2	4	1	-3	-11	.	1.6	96
Cc1cccc(C)c1NC(=O)c1ccc(-n2cnnn2)cc1	1.1	0	-11	5	0	-2	.	0.8	115
CC1CCC(NC(=O)CN2CCC(n3nnc4cc(F)ccc43)CC2)CC1 (stereo unspecified)	1.1	-3	0	-3	0	15	.	1.4	128
COc1ccc(S(=O)(=O)N2CCN(c3nc4ccccc4nc3-n3nc(C)cc3C)CC2)cc1	1	11	-21	-2	3	-11	-11	0.8	87
O=C(Nc1ccc2ccccc2c1)c1cn(-c2ccccc2)nc1-c1cccs1	1.3	-7	.	-12	.	-15	0	1	158
CCSc1nc(C)c(CC)c(C)c1C(N)=O	1	17	-4	9	-1	-7	0	1.5	98
O=C(NCc1nc2ccccc2[nH]1)c1ccc(Cl)c(S(=O)(=O)N2CCCC2)c1	1.2	25	-2	29	0	25	-1	1.5	71
COc1ccc(Cn2c(N)c(C#N)c3nc4ccccc4nc32)cc1	.	.	-6	.	22	-9	4	1.2	.
O=C(CCn1c(=O)sc2ccccc21)NC1=NCCS1	1.2	1[fluorescence artefact?]	.	-2[fluorescence artefact?]	.	.	-3	.	93[fluorescence artefact?]
CCOC(=O)c1c(N)sc2c1CCSC2	.	8	17	-1	26	6	2	0.9	103
O=C(c1noc2c1CCCCC2)N1CCN(C(c2ccccc2)c2ccccc2)CC1	1.2	-2	.	-1	.	.	.	.	114[fluorescence artefact?]
COc1ccc(NC(=O)CCN2CCCCCC2)c(OC)c1	1.1	7	-19	-3	0	2	0	1.3	107
CC(=O)Nc1ccc(S(=O)(=O)NCCc2ccc(F)cc2)cc1	1.1	-3[fluorescence artefact?]	.	2	.	7	-1	1.1	132[fluorescence artefact?]

Two entries picked at random from those above:
SMILES	MT1-MMP txn act	ERb coact inh	Mac1 fbg inh	ERa coact inh	Mac1 fbg enh	Ecoli WT expand	FAK blocker	PLAP act	ERa SRC1 pot
COc1ccc(S(=O)(=O)N2CCN(c3nc4ccccc4nc3-n3nc(C)cc3C)CC2)cc1	1	11	-21	-2	3	-11	-11	0.8	87
CCSc1nc(C)c(CC)c(C)c1C(N)=O	1	17	-4	9	-1	-7	0	1.5	98

(cont.)
SMILES	MT1-MMP txn act	ERb coact inh	Mac1 fbg inh	ERa coact inh	Mac1 fbg enh	Ecoli WT expand	FAK blocker	PLAP act	ERa SRC1 pot
O=C(NCCN1CCN(c2ccccc2)CC1)C1CCN(S(=O)(=O)c2cccs2)CC1	0.8	-19	.	-17	.	4	-1	1.3	97
COc1cc(NC(=O)c2cccs2)c(C(=O)OCC(=O)NC(=O)NC(C)(C)C)cc1OC	1.5	75*	-7	16	5	-8	-2	1.2	101
Cn1c(-c2c(N)n(C3CCCC3)c3nc4ccccc4nc23)nc2ccccc21	1.1	7	0	2	-2	-8	-2	1	119
CCOC(=O)c1cc2c(N)c(C(=O)c3cc(C#N)c(SC)nc3C)sc2nc1C	1	31[fluorescence artefact?]	-6	69*[fluorescence artefact?]	0	-9	4	1	174[fluorescence artefact?]
O=S(=O)(c1ccc(Cl)s1)N1CCc2ccccc2C1	1.1	-10	.	-1	.	3	-7	0.9	85
COc1ccccc1-n1cnc2cc(NCc3cccs3)ccc21	0.7	5	6	4	2	-1	3	1.4	97
O=C(O)c1ncn(Cc2ccccc2)c1C(=O)O	1.1	-7	2	-6	-6	-6	-2	1.1	121
O=C(NN1c2ccccc2CCc2ccccc21)c1ccccc1Br	.	.	-5	.	-2	-18	3	0.9	.
Cc1sc2ncnc(OCC(=O)NC(C)C)c2c1C	1.1	-3[fluorescence artefact?]	0	3	-2	-4	-5	0.9	117
Clc1ccc(-c2n[nH]c3c2CCC3)cc1Cl	1.3	2	9	-1	-4	3	28*	0.9	91
Cc1ccnc2nc(C(=O)NCc3cccs3)nn12	1.1	-2	-6	-6	-4	6	-2	0.9	81

Shown as a hit in ERa SRC1 pot, of those listed so far:
Structure,MT1-MMP txn act,ERb coact inh,Mac1 fbg inh,ERa coact inh,Mac1 fbg enh,FAK blocker,PLAP act,ERa SRC1 pot
CC1(C)C(=O)C2(CCCCC2)C(=O)OC1c1ccc(O)cc1 (stereo unspecified),1.1,-6,6,-7,-3,1,1,218*
COc1ccc(-n2c(SCC(=O)NC3CCCCC3)nc3ccsc3c2=O)cc1,1.2,41[fluorescence artefact?],10,19[fluorescence artefact?],4,4,0.9,214*[fluorescence artefact?]

Assay outcomes deposited in PubChem BioAssay by several laboratories.
